OX1R FRET antag = antagonists of human orexin 1 receptor (OX1R). OX1R-expressing cells, FRET antagonist read-out. inhibition, % at 6.6 µM. 330,000 tested, 1.8% active; in the data active = inhibition mostly above about 38%, no sharp cut-off; inactive = mostly below about 40%;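 note: 0% = agonist challenge alone and 100% = reference antagonist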
Target sequence (O43613 whole entry, looked up): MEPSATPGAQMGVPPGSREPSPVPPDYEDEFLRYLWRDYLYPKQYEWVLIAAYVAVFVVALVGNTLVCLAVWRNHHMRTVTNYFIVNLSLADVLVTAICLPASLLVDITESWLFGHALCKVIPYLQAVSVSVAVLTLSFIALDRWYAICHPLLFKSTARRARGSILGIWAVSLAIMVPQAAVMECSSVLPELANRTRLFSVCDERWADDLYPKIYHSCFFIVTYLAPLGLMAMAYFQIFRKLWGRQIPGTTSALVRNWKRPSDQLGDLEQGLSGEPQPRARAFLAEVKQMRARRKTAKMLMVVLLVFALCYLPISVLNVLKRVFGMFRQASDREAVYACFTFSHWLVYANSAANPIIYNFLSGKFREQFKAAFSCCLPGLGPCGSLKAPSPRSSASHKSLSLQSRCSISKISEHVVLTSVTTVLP
STK33 inh = blocks human STK33 kinase activity | AID 2661 | Q9BYT3 | inhibition, % at 10 µM | 320,000 tested, 0.073% active | purified STK33, MBP phosphorylation, ADP-Glo luminescence;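 active = inhibition at or above 25%, using the most active replicate where run in duplicate; inactive = inhibition below 25%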
Target sequence (Q9BYT3 whole entry, looked up): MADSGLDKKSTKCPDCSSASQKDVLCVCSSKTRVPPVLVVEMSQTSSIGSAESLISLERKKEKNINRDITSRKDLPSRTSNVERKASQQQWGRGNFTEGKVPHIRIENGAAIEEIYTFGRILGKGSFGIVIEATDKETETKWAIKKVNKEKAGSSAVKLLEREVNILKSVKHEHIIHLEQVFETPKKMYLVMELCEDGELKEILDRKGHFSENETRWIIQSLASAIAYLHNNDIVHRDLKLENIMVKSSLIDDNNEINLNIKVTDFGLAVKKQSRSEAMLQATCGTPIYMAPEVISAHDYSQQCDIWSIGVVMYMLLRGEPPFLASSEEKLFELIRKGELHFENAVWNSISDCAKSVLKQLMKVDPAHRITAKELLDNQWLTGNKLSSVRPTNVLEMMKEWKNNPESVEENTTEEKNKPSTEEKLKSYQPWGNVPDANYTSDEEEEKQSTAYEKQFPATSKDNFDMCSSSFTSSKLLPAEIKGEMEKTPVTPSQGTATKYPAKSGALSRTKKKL
KCNQ2 inh = KCNQ2 channel blockers in CHO-K1 cells – cell-based, FluxOR thallium flux, B-score, primary screen (AID 2156); B-score at 10 µM; O88943; 310,000 tested, 1.1% active; 20 min; active compounds read low;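 active = fluorescence ratio B-score at most minus 3 library SDs, with starting brightness B-score within 2 library SDs, cut at about -5.5 in these data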
* hit, by the source's call; i = inactive; . = no result given; & = joins results of further samples.

Every second line gives: STK33 inh	OX1R FRET antag	KCNQ2 inh
Cc1nc(C(F)(F)F)c(C(=O)N/N=C(\N)c2ccccn2)s1
 : -2.4	18.0	i
Cc1ccc(-n2c(SCC(=O)Nc3cc(C)on3)nc3c([nH]c4ccccc43)c2=O)cc1
 : -0.5	8.4	i
Cc1c(NC(=O)C(C)Oc2ccccc2F)c(=O)n(-c2ccccc2)n1C (stereo not drawn)
 : -1.1	27.4	i
O=C(Nc1ccccc1)c1ccc(NCCc2ccccc2)c([N+](=O)[O-])c1
 : -0.2	13.5	i
CC(=O)C1=C(c2ccccc2)NC(=O)NC1c1ccccc1OCC#N (stereo not drawn)
 : -1.7	9.3	i
COc1cc(S(=O)(=O)N2CCCCCC2)ccc1Cl
 : -0.7	9.8	i
NC(C(=O)O)C(c1ccccc1)C(F)F (stereo not drawn)
 : -0.7	0.0	i
COc1ccc(OC)c(/C=N/NC(=O)CC2C(=O)NN=C2C)c1 (stereo not drawn)
 : 0.7	13.7	i
O=C(Nc1nncs1)c1cccc(S(=O)(=O)N2CCCC2)c1
 : -2.2	2.7	i
CCOC(=O)N1CCN(C(=O)C2CCC(CNS(=O)(=O)c3ccccc3)CC2)CC1 (stereo not drawn)
 : -0.2	3.2	i
Cc1cc(C)c(S(=O)(=O)N(CC(=O)N2CCOCC2)C2CCCCC2)c(C)c1
 : 1.5	20.0	i
CC1=C(C(=O)OC2CCCC(C)C2)C(c2ccccc2)NC(=O)N1 (stereo not drawn)
 : -0.5	10.3	i
O=C(O)CNS(=O)(=O)c1cccc(Cl)c1
 : 1.5	16.9	i
O=C(NCCc1c[nH]c2ccccc12)Nc1cccc2ccccc12
 : -1.0	63.2	i
COc1cccc(CN2CCNC(=O)C2CC(=O)NCCOc2cccnc2)c1OC (stereo not drawn)
 : -0.8	6.0	i
CC1=NN(c2cccc([N+](=O)[O-])c2)C(=O)C1
 : -0.2	34.0	i
CC(C)N(C(=O)NC(=O)NCC1CCCO1)S(C)(=O)=O (stereo not drawn)
 : -1.4	4.5	i
COc1cccc(-n2c(CN3CCN(c4ccc(C)cc4)C(C)C3)nc3ccc([N+](=O)[O-])cc3c2=O)c1 (stereo not drawn)
 : 1.0	5.0	i
COc1ccc(OCCCC(=O)Nc2nnc(C3CCCO3)s2)cc1 (stereo not drawn)
 : -0.9	21.1	i
COCCNc1nc(-c2cc(C)n(CCc3ccc(OC)cc3)c2C)cs1
 : 0.4	18.1	i

Reformatted with each value named: entries from further up.
COc1cccc(CN2CCNC(=O)C2CC(=O)NCCOc2cccnc2)c1OC (stereo not drawn)
  STK33 inh: -0.8; OX1R FRET antag: 6.0; KCNQ2 inh: i
CC1=C(C(=O)OC2CCCC(C)C2)C(c2ccccc2)NC(=O)N1 (stereo not drawn)
  STK33 inh: -0.5; OX1R FRET antag: 10.3; KCNQ2 inh: i

Additional structures
Every second line gives: STK33 inh	OX1R FRET antag	KCNQ2 inh
Cc1ccc(-c2nnc(CN3CCCCC3C)o2)cc1 (stereo not drawn)
 : -0.4	-0.5	i
CCN(CCNC(=O)CS(=O)(=O)Cc1nc(-c2cccc(OC)c2)oc1C)c1ccccc1
 : 0.7	31.6	i
C#CC(C)(C)NC(=O)CSc1nc2c(c(=O)n(C)c(=O)n2C)n1CCCC
 : -0.5	2.9	i
Cc1csc(N2CCCC2c2nc3cc(Cl)c(N4CCCCC4)cc3n2CCCO)n1 (stereo not drawn)
 : 0.2	31.5	i
COc1ccc(N(CC(=O)NCCc2ccc(OC)c(OC)c2)S(=O)(=O)c2ccc(OC)c(OC)c2)cc1
 : 0.3	23.2	i
CNS(=O)(=O)c1cccc(C(=O)OCC(=O)NCc2ccccc2)c1
 : 0.0	11.3	i
COc1cccc(C(=O)Nc2ccc(N3CCN(C(=O)c4ccco4)CC3)cc2)c1
 : -0.8	15.3	i
CCOC(=O)c1nnn(-c2nc(N(C)C)nc(N(C)C)n2)c1C
 : -2.1	3.1	i
CCn1c(SCC(=O)Nc2ccc3c(c2)OCO3)nc2ccccc21
 : 0.4	30.6	i
N#Cc1ccccc1NC(=O)C1CC(=O)N(c2ccc3c4c(cccc24)CC3)C1 (stereo not drawn)
 : -0.8	6.9	i
CC1=CC(=C2C(=O)c3ccccc3C2=O)C=C(C)N1C
 : -1.4	17.3	i
O=C(O)Cc1ccc(NS(=O)(=O)c2ccccc2Cl)cc1
 : 0.5	9.9	i
CCN(C(=O)COC(=O)COc1ccccc1Cl)c1c(N)n(Cc2ccccc2)c(=O)[nH]c1=O
 : -0.8	11.4	.
CC(C)(C)NC(=O)N1CCn2cccc2C1c1ccccc1F (stereo not drawn)
 : -0.5	14.2	i
O=C(Nc1ccc2c(c1)OCO2)C(=O)c1c[nH]c2ccccc12
 : 0.9	2.3	i
CCOc1ccc(C(=O)Nc2cccc(C(C)=O)c2)cc1[N+](=O)[O-]
 : -0.7	34.0	i
S=c1[nH]nc(-c2cccc(Cl)c2)n1/N=C/c1ccco1
 : 0.7	13.8	i
COc1ccc(C2/C(=C(/O)c3ccccc3)C(=O)C(=O)N2CCO)cc1 (stereo not drawn)
 : -2.9	25.2	i
Cc1cccc(NC(=O)c2cccnc2)c1
 : 0.2	0.1	i
COc1ccc2[nH]cc(CCN=C3SCC(=O)N3C)c2c1
 : -1.0	29.7	i

Further entries:
Every second line gives: STK33 inh	OX1R FRET antag	KCNQ2 inh
COc1ccc(Nc2ccc(S(=O)(=O)N3CCCCC3)cc2[N+](=O)[O-])cc1
 : -3.4	27.5	i
Cc1cc(-c2ccc(C)c(S(=O)(=O)NC(C)Cc3ccco3)c2)on1 (stereo not drawn)
 : -0.4	46.0*	i
CC1CCc2nn(CC(=O)NCCN3CCOCC3)cc2C1 (stereo not drawn)
 : -0.6	9.2	i
Cc1c(NC(=O)COc2cccc(Cl)c2Cl)c(=O)n(-c2ccccc2)n1C
 : -1.5	22.9	i
Cc1ccc(/C=N/NC(=O)CN2CCN(S(=O)(=O)c3ccc(Br)cc3)CC2)s1
 : -0.4	3.9	i
Cc1ccc(C2NC(=O)c3c(sc(C)c3C)N2)c(O)c1 (stereo not drawn)
 : 3.8	13.3	i
COc1ccc2c(c1)OC13CCCCC1C2C(C(=O)c1ccccc1)C(=O)N3 (stereo not drawn)
 : -0.7	2.4	i
C=CCN(N=Nc1cccc([N+](=O)[O-])c1)c1cccc([N+](=O)[O-])c1
 : -3.4	33.3	i
O=C(NCCCn1ccnc1)c1nn2c(C(F)(F)F)cc(-c3ccc(Br)cc3)nc2c1Cl
 : .	7.1	i
CCn1c(SCC(N)=O)nc2c1c(=O)n(C)c(=O)n2C
 : -0.3	4.9	i
CCC(=O)Nc1c(C#N)c2nc3ccccc3nc2n1-c1ccccc1C
 : 0.3	10.7	i
O=C(COC(=O)c1cn(-c2ccccc2)nc1-c1cccs1)NC1CC1
 : -0.4	65.8	i
O=C(c1c(F)cccc1F)N1CCC(O)(c2ccc(F)cc2)CC1
 : -2.0	-3.3	i
CCN(C(=O)COc1ncnc2sccc12)c1ccccc1
 : 0.0	3.0	i
O=C(OCn1ncc(Br)c(Br)c1=O)c1ccccc1Cl
 : 1.3	35.0	i
CCCc1nnc(SCC(=O)N2CCOCC2)n1C
 : -1.7	10.7	i
COc1cc2cc(Oc3ccc4ccc(=O)oc4c3)c(=O)oc2cc1OC1OC(COC(=O)CC(C)(O)CC(=O)O)C(O)C(O)C1O (stereo not drawn)
 : 0.1	22.7	i
CCN(C(=O)CN1C(=O)NC2(CCc3ccccc32)C1=O)C1CCS(=O)(=O)C1 (stereo not drawn)
 : 0.7	2.7	.
Cc1nnc(SCc2c(Cl)cccc2Cl)s1
 : -0.8	23.1	i
COc1ccc(N2C(=O)CSC2c2cccc(F)c2)c(OC)c1 (stereo not drawn)
 : -1.4	17.9	i

New compounds follow:
Every second line gives: STK33 inh	OX1R FRET antag	KCNQ2 inh
O=C(NC(=O)c1cccc(F)c1)OC[C@@H]1CCCN2CCCC[C@H]12
 : -1.6	6.5	i
O=C1OCCC1N1C(=O)c2ccccc2S1(=O)=O (stereo not drawn)
 : -0.7	17.8	i
Cc1ccc(OCC(=O)N2CCN(C(=O)c3cccc(F)c3)CC2)cc1
 : -1.3	17.9	i
CCOc1cccc(C(=O)Nc2cccc(C(=O)NCC(C)C)c2)c1
 : -0.3	22.1	i
CCN(CC)CCn1c2ccccc2c2nc3ccc([N+](=O)[O-])cc3cc21
 : -0.2	6.8	i
Cc1noc(NS(=O)(=O)c2ccc(NC(=O)c3ccoc3C)cc2)c1C
 : -2.7	15.3	i
CC(=O)N1CCN(C(=O)COC(=O)CNC(=O)c2ccccc2C)CC1
 : -1.0	8.2	i
CSc1ccccc1OCc1cc(C(=O)N2CCCC2c2nonc2C)no1 (stereo not drawn)
 : 0.4	18.2	i
CCOc1ccc(OCC)c(NC(=O)CSc2nc3cccnc3n2C)c1
 : -0.5	40.4	i
Cc1cc(NC(=O)CSc2nnc(CNc3ccc(F)cc3)n2C2CCCCC2)no1
 : .	26.1	i
Cc1cc(C(=O)O)ccc1-c1ccc(/C=N/n2cnnc2)o1
 : -0.8	.	i
CCOC(=O)c1sc(NC(=S)NC(=O)c2ccccc2Cl)c(C(=O)OCC)c1C
 : 0.5	11.9	i
Cc1ccccc1-c1nnc(SCC(=O)Nc2ccc3c(c2)OCCO3)n1N
 : 0.9	7.8	i
CCOc1ccc(/C(O)=C2/C(=O)C(=O)N(c3ncccn3)C2c2ccc(Cl)cc2)cc1 (stereo not drawn)
 : 1.6	19.6	i
O=S(=O)(Nc1nc2ccccc2[nH]1)c1ccccc1
 : -0.5	10.0	i
Cc1noc(C)c1CN(C(=S)NC1CC1)c1ccccc1
 : -0.5	5.5	i
Cc1nc(N)ncc1Sc1ccc(Cl)cc1
 : -0.8	12.5	i
CC(=O)NCCC1CCCCN1C(=O)c1cc(COc2cc(C)ccc2C)on1 (stereo not drawn)
 : 0.6	10.8	i
COc1ccc([N+](=O)[O-])cc1NC(=O)CSCc1ccc(Br)cc1
 : 0.6	28.6	i
CC(=O)NCCC(=O)Nc1cc(S(=O)(=O)N2CCCCC2)ccc1Oc1cccc(C)c1
 : -0.3	.	i

Following part:
Every second line gives: STK33 inh	OX1R FRET antag	KCNQ2 inh
COC(=O)c1cc(NCc2cccs2)ccc1N1CCOCC1
 : -0.6	12.3	i
Cc1ccc(-c2cn3c(n2)SCC3)cc1
 : 1.2	19.1	i
CCOc1ccc(NS(=O)(=O)c2cc(C(=O)N3CC(C)OC(C)C3)ccc2C)cc1 (stereo not drawn)
 : -0.4	16.1	i
CCOCCn1c(=O)c2c(nc3n2CCN3c2ccc(C)cc2)n(C)c1=O
 : -0.9	6.9	i
Cc1ccc2cc3c(nc2c1)OCC3
 : 0.9	8.5	i
C=CCc1cc(Cl)ccc1OCCOCCNC(C)(C)C
 : -1.2	6.7	i
COc1ccc(NC(=O)CN(C)C(=O)c2ccc3c(c2)OCCO3)cc1
 : -0.2	8.7	i
CCCOc1ccc(C(=O)CCC(=O)OCC(=O)N(C)c2c(N)n(Cc3ccccc3)c(=O)[nH]c2=O)cc1
 : -3.1	10.8	i
Cc1nc(NC(=O)c2cc3ccccc3o2)sc1C
 : 0.3	18.9	i
CCC1S/C(=N/N=C/c2ccco2)NC1=O (stereo not drawn)
 : -0.9	10.1	i
O=C(Cn1c(=O)oc2cc(S(=O)(=O)N3CCc4ccccc43)ccc21)N1CCCCC1
 : -2.2	12.5	i
CCc1cccc(NC(=O)CCC(=O)N2CCSc3ccccc32)c1
 : -0.9	17.2	i
Cc1ccc(Nc2nnc(SCC(=O)NCC3CCCO3)s2)cc1C (stereo not drawn)
 : -1.4	1.9	.
O=C(Nc1ccc([N+](=O)[O-])cc1Cl)c1cc(Cl)ccc1O
 : -1.1	67.6*	.
COc1cc(C(C(=O)NC2CCCCC2)N(CCN2CCOCC2)C(=O)C2COc3ccccc3O2)cc(OC)c1OC (stereo not drawn)
 : -0.5	9.3	i
CCC(=O)c1cn([C@@H](CCC(OC)OC)CC(=O)OC(C)(C)C)cc1CC
 : 0.5	24.6	i
O=c1[nH]nc(SCCS(=O)(=O)c2ccc(F)cc2)n1-c1ccccc1
 : 1.0	5.3	i
CC(=O)N(c1ccccc1)c1nnc(-c2cnc(C)cn2)s1
 : -1.9	4.7	i
Cc1nnc(SC(C)C(=O)Nc2ccc(S(=O)(=O)N3CCCCC3)cc2)s1 (stereo not drawn)
 : -1.6	7.4	i
Cn1c(SCC(=O)NC2CCCCC2)nnc1-c1ccncc1
 : -0.8	18.6	i

Single entries from the list:
CCOC(=O)N1CCN(C(=O)C2CCC(CNS(=O)(=O)c3ccccc3)CC2)CC1 (stereo not drawn) in OX1R FRET antag: 3.2
COCCNc1nc(-c2cc(C)n(CCc3ccc(OC)cc3)c2C)cs1 in STK33 inh: 0.4

Remaining list, next part
Every second line gives: STK33 inh	OX1R FRET antag	KCNQ2 inh
CC(C)[C@H](N)C(=O)OCCOCn1cnc2c(=O)[nH]c(N)nc21
 : -0.8&0.6	6.5&15.6	i
Cc1cc(NC(=O)CN2CCCC2c2nc3ccccc3s2)no1 (stereo not drawn)
 : .	23.2	i
Cc1ccnc(NC(=O)c2cccc(S(=O)(=O)NCc3ccccc3)c2)c1
 : 0.7	36.1	i
O=c1[nH]c(CSc2nc3ccccc3[nH]2)nc2c1cnn2-c1ccccc1
 : 0.3	106.0*	i
COC(=O)/C(=C\Nc1ccc(OC)cc1)NC(=O)c1ccc(Cl)cc1Cl
 : -0.1	11.2	i
CC1(C)Cc2c(cnn2-c2ccccc2)C(NC(=O)CCCN2CCCCC2=O)C1 (stereo not drawn)
 : 0.3	0.2	i
O=C(Nc1nccs1)c1cc(-c2ccccn2)nc2c(Cl)cccc12
 : 0.1	11.5	i
CCCCOP(=O)(c1ccc(N(C)C)cc1)C(O)c1ccc(N(C)C)cc1 (stereo not drawn)
 : -0.9	2.8	i
N#Cc1ccc(C(=O)OCC(=O)Nc2ccc(N3CCOCC3)cc2)cc1
 : -2.1	-2.2	i

Screening results as filed in PubChem BioAssay.
